Growth percent in the NCI-60 one-dose screen (48 h, 10 µM unless noted): 100 = growth as untreated, 0 = no growth, -100 = all killed.
SR: SR leukemia cells. 73,000 compounds, 8.7% hits
MOLT-4: MOLT-4 leukemia cells; AID 1794779; 80,000 compounds, 6.9% hits
MDA-MB-468: MDA-MB-468 breast cancer; AID 2202374; 78,000 compounds, 8.5% hits
MDA-MB-435: MDA-MB-435 melanoma | 82,000 compounds, 7.8% hits | AID 1794794
MCF7: MCF7 breast cancer; 82,000 compounds, 6.3% hits
RPMI-8226: RPMI-8226 leukemia cells. 77,000 compounds, 7.5% hits
MDA-MB-231: MDA-MB-231 breast cancer. 81,000 compounds, 5% hits
K-562: K-562 leukemia; 78,000 compounds, 7.4% hits; AID 1794777
* = called active by the depositor; . = no result given; & = joins results of further samples; ! = repeats disagree. Rule for the calls: active = growth percent below 10; inactive = the rest.

SMILES	SR	MOLT-4	MDA-MB-468	MDA-MB-435	MCF7	RPMI-8226	MDA-MB-231	K-562
COC(=O)c1nc(N)nc(C(=O)OC)c1C(=O)Cc1ccccc1	46.6	26.3	76.4	96.7	56.9	36.2	83.0	35.3
Cc1ccc(NC(=O)c2sc3nc4c(cc3c2N)C(=O)CCC4)c(Br)c1	.	103.3	106.6	94.3	96.0	109.9	118.3	104.9
c1ccc2c(NCCCN3CCOCC3)c3oc4ccccc4c3nc2c1	-12.1*	-4.4*	-53.6*	-11.9*	0.0*	-14.4*	-27.9*	2.7*
CN1C(=O)/C(=C/c2nc(-c3ccccc3F)n3ccccc23)c2ccccc21	88.4	90.0	81.5	103.2	72.3	92.9	92.1	95.1
Cc1cc(N(C)c2ccccc2)nc(N)n1	92.1	104.7	103.6	111.9	107.2	97.2	101.1	100.8
CC(/C=C/c1ccc(Br)cc1)=N\OCC(=O)NC(C)C	80.5	83.9	91.3	93.8	92.0	79.3	103.0	81.3
[O-]/[N+](=C\c1ccccc1)c1ccc(Cl)cc1	94.1&85.1	76.8&74.7	103.6&83.1	66.5&58.9	77.0&63.0	77.8&76.1	42.0&73.1	34.1&16.1
O=c1cc(SCc2ccc(Cl)cc2Cl)nc[nH]1	89.0	94.2	106.4	109.2	98.8	.	103.1	96.6
Nc1cc2c(c(O)c1O)C(=O)c1ccccc1C2=O	90.2	94.1	110.4	96.1	94.2	90.1	85.5	93.6
Cc1ccc2c(c1)Oc1nc(N)c(C#N)c(N)c1C2Sc1ccc(F)cc1 (stereo not drawn)	-15.6*	-16.6*	-72.6*	-93.6*	-59.7*	-24.1*	-92.5*	-13.6*
N#CCc1c[nH]c2ccc([N+](=O)[O-])cc12	95.3	87.3	105.7	107.2	102.3	104.0	98.7	98.7
O=C(O)C1=C(C2CCCCC2)C(=O)c2ccccc21	118.4	86.8	.	101.1	95.6	113.4	116.3	99.7
Cc1cc(C)[nH]n1	101.8	107.5	.	104.6	113.3	121.0	125.4	107.1
O=C(CC1(O)C(=O)N(Cc2ccc(F)cc2)c2ccccc21)c1cccs1 (stereo not drawn)	81.0	.	82.6	108.7	96.0	81.6	104.9	92.2
S=C=Nc1cccc(N=C=S)c1	84.9	87.1	105.9	104.2	90.0	108.9	98.3	107.0
O=C(O)c1ccc(/C=N\N2CCCCCC2)cc1	97.8	103.8	115.6	112.8	99.0	.	103.5	104.4
C[C@@]1(C(N)=O)CC2C=CC1C2 (stereo partly drawn)	43.7	128.3	121.1	.	110.6	109.2	128.9	119.6
COc1ccc(C(=O)COc2cccc(/C=C3\CSc4ccc(Cl)cc4C3=O)c2)cc1	20.0	7.3*	.	93.2	-11.8*	-13.7*	76.2	22.1
COc1ccccc1/C=N/NC(=O)COc1ccc(NC(=O)Nc2ccc(Cl)cc2)cc1	72.7	89.0	97.1	104.7	95.6	100.9	.	103.2
CC(C)(Oc1ccc(C2CC2(Cl)Cl)cc1)C(=O)NCc1ccccc1 (stereo not drawn)	83.8	91.5	71.4	101.2	88.5	68.2	94.1	72.6
NC(=S)N/N=C/c1ccc([N+](=O)[O-])cc1	96.0&93.2	85.6&93.7	105.4&100.8	101.8&111.9	89.6&103.5	95.9&100.8	102.9&113.9	96.8&103.7
CCCCCCCC/C=C\CCCCCCCCOc1ccccc1CC(=O)NCC[N+](C)(C)C	23.6	77.3	68.9	95.6	73.0	56.1	72.9	54.6
CCCNC(=O)c1ccc(NS(=O)(=O)c2ccc3c(c2)OCCCO3)cc1	119.3	99.4	88.9	100.7	99.2	87.9	110.3	95.0
CCN1C(=O)N(CC)C2C1NN=c1s/c(=C3\C(=O)N(C4CCCC4)c4ccccc43)c(=O)n12 (stereo not drawn)	0.1*	7.4*	-43.2*	-42.8*	21.4	-0.3*	19.7	4.7*
Brc1cn2ccnc2c(-c2ccc3c(c2)ncn3C2CCCCC2)n1	79.3	82.6	93.7	104.1	62.4	102.6	96.9	82.6
Continued.
SMILES	SR	MOLT-4	MDA-MB-468	MDA-MB-435	MCF7	RPMI-8226	MDA-MB-231	K-562
CN1CCN(CC2C(=O)C3CCC2C3)CC1 (stereo not drawn)	110.0	106.5	99.1	95.7	95.3	100.3	98.7	99.3
Cc1ccc(S(=O)(=O)OCCO[C@H]2Cc3cc4ccc(=O)oc4cc3OC2(C)C)cc1	99.1	73.3	86.6	95.5	79.6	80.3	94.0	.
N/C(=N\S(=O)(=O)c1ccccc1)Nc1nc2ccccc2s1	.	99.4	91.0	101.2	90.6	88.6	92.3	84.9
CSc1ncnc2ncn(C)c12	88.9	85.2	101.3	101.9	98.8	105.9	98.4	108.2
COc1cc(C)cc(-c2nn(CC(N)=O)cc2-c2ccnc(Oc3cccnc3)n2)c1	101.4	112.2	82.7	107.1	95.1	105.3	94.6	101.1
O=S(=O)(Nc1ccc(Cl)nn1)c1ccc(NC(=S)Nc2ccc(Cl)c(Cl)c2)cc1	103.6	98.7	104.3	99.6	93.1	103.3	91.9	95.9
Clc1cc(Br)ccc1-c1ccc(CNCC2CCNCC2)o1	17.2	55.6	21.2	52.9	39.7	43.8	50.8	18.9
O=C1OCC2=C1C(c1ccc(Cl)c(Cl)c1)c1cc3c(cc1N2CCO)CCC3 (stereo not drawn)	33.7	18.9	22.9	-38.6*	20.4	22.0	8.3*	19.7
CN(C)CCCNC(=O)c1cncnc1Nc1ccc2c(ccn2Cc2ccccn2)c1	98.6	105.0	85.5	99.2	93.0	111.5	103.2	105.3
O=C1Nc2ccc(Br)cc2/C1=N/c1n[nH]c(=S)s1	83.5	100.1	103.2	101.3	91.7	103.4	104.9	90.8
O=c1[nH]c(OCc2ccc(F)cc2)nc2sc3cc(O)ccc3c12	89.6	76.2	50.6	93.6	78.4	82.0	80.1	62.6
Clc1ccc(Nc2ccc3nnc(-c4ccncc4)n3n2)cc1Cl	60.4	97.9	83.6	89.8	82.2	97.2	90.7	70.0
Cn1c(N)c([C@@H]2c3c(n(C)c(=O)n(C)c3=O)Oc3ccc4ccccc4c32)c(=O)n(C)c1=O	97.2	96.2	109.5	107.6	86.9	95.3	104.2	105.1
CCCCCCCC[C@@H](O)CC(=O)N[C@@H](CC(N)=O)C(=O)N[C@@H](CCC(N)=O)C(=O)N[C@@H](CC(=O)c1cc(C)cc(O)c1C(=O)c1c(O)cccc1O)CC(C)C	.	14.0	3.3*	-39.6*	29.9	10.9	12.1	23.8
Cc1nc(C)c(C)nc1C	108.0	99.8	106.3	107.5	101.1	104.4	108.3	93.1
CCOc1nc2c(c(=O)n(C)c(=O)n2C)n1C	96.3	110.1	101.5	97.4	95.5	109.9	103.7	111.0
CCCc1nc2sc3c(c2c(=O)n1NC(=O)c1ccc(OC)cc1)CCCC3	97.7	83.5	109.0	98.4	80.8	92.5	91.7	117.3
CCOC(=O)C1(C(=O)OCC)NC(=O)CC1CC(C)C (stereo not drawn)	106.7	111.9	98.7	107.4	87.5	110.3	109.6	.
Cc1ccc(N2C(=O)C=CC2=O)cc1	66.0	.	-25.2*	117.2	.	98.8	97.6	0.7*
C[C@@]1(F)[C@H](O)[C@@H](CO)O[C@@H]1n1ncc(=O)[nH]c1=O	95.0	81.6	115.3	101.7	90.3	106.8	113.2	88.6
OCC1(CO)CCC=CO1	103.7	97.3	98.8	101.6	98.3	102.9	110.3	107.4
Nn1c(=O)[nH]n2c(=O)c3cnn(-c4ccccc4)c3nc12	96.0	96.8	115.8	104.5	102.6	104.0	114.2	93.7
Nc1ncnc2c1N=C(c1ccc(Cl)cc1)CC(c1cccc(Nc3ccnc4cc(Cl)ccc34)c1)N2 (stereo not drawn)	-12.6*	12.3	75.0	58.0	19.5	-20.5*	63.5	-1.0*
COc1ccc(-c2ccc(NNC(=O)Nc3ccc(Cl)cc3)nn2)cc1OC	93.5	91.5	93.7	101.7	87.8	97.1	82.8	96.6
O=C(Nc1ccccc1)c1nc[nH]c1C(=O)Nc1ccccc1	83.1	87.4	96.8	100.1	89.8	88.2	86.7	105.4
(more compounds)
SMILES	SR	MOLT-4	MDA-MB-468	MDA-MB-435	MCF7	RPMI-8226	MDA-MB-231	K-562
O=[N+]([O-])c1ccc(-c2csc(NN=C(c3ccccc3)c3ccccc3)n2)cc1	73.9	89.3	92.5	95.0	93.7	65.7	80.2	81.7
CCOC(=O)C1=CC(=O)CC(C)(C)O1	113.5&82.1	-47.2*!	108.0&117.1	111.0&118.7	109.1	110.8&92.8	106.1&113.7	104.3&42.0
CC(C)OC(=O)c1ccc2[nH]c(O)c(C(=Nc3ccc(N(C)C(=O)CN4CCN(C)CC4)cc3)c3ccccc3)c2c1	-20.3*	-17.9*	-91.0*	-92.6*	-65.5*	-28.9*	-71.4*	-15.2*
Cc1ccc2c(c1)C(=O)CC(c1ccccc1)S2 (stereo not drawn)	41.0	76.2	85.7	92.1	92.4	98.6	82.3	95.2
CC(=O)c1cccc([N+](=O)[O-])c1	.	154.8	127.3	93.4	99.9	108.5	103.5	104.9
CC[N+](C)(CCO)C(Cc1ccccc1)c1ccccc1 (stereo not drawn)	87.3	90.4	91.4	101.3	96.8	104.2	99.4	84.7
COC(=O)C1=COC(OC2OC(CO)C(O)C(O)C2O)C2C(C)CC(=O)C12 (stereo not drawn)	109.3	108.4	105.7	98.6	103.0	111.8	108.0	112.1
COC(=O)c1nn(C(=O)c2ccc(F)cc2)c2ccccc12	94.3	91.5	108.9	105.7	91.1	85.3	93.2	92.7
Cc1ccc(S(=O)(=O)OC(C)CCC(C)OS(=O)(=O)c2ccc(C)cc2)cc1 (stereo not drawn)	104.7	100.9	105.9	102.5	98.6	100.8	110.1	98.2
CS(=O)(=O)c1ccc(-n2cc(/C=N/O)c(-c3ccc([N+](=O)[O-])cc3)n2)cc1	88.9	88.2	92.7	106.2	97.3	106.3	90.2	98.8
O=C(NCc1ccco1)Nc1cccc(-c2ccccc2)c1	80.8	95.4	102.9	.	88.3	107.1	98.0	108.0
CN(C)S(=O)(=O)c1cccc(-c2nc3sc4c(c3c(=O)[nH]2)CCCC4)c1	-48.6*	56.9	.	43.9	53.4	23.9	34.8	37.9
O=S(=O)(NCCNc1cc(-c2c(-c3cccc(O)c3)nc3sccn23)ccn1)c1c(Cl)cccc1Cl	.	36.4	60.1	26.1	36.0	37.3	65.9	41.1
O=C(O)CCCCC(=O)O	102.7	103.8	107.4	102.5	103.3	95.3	104.9	105.9
CCC(C)[C@@H]1NC(=O)[C@@H]2CCCN2C(=O)[C@H](Cc2ccccc2)NC(=O)[C@H](CC(N)=O)NC(=O)[C@H](C(C)CC)NC(=O)[C@@H]2CCCN2C(=O)[C@H](Cc2ccccc2)NC1=O (stereo partly drawn)	89.4	98.3	101.0	105.0	92.1	96.9	112.0	111.0
O=C(NNC(=S)NC(=O)c1ccccc1)c1ccc(OCc2nc3ccc(Cl)cc3[nH]2)cc1	0.1*	2.5*	-41.0*	-51.2*	3.7*	5.0*	-71.2*	4.6*
CCOc1ccc(NC(N)=O)cc1	101.4	121.7	111.2	117.5	98.2	105.2	101.9	126.4
CC(=O)O[C@H]1C[C@H](n2cc(F)c(N)nc2=O)O[C@]1(C)CO	92.7	37.4	115.1	98.7	47.2	87.7	101.2	76.9
CN1C(=O)[C@H]2c3c1cccc3[C@@]13NC(=O)O[C@H]1[C@H](CCC3(C)C)C2(C)C	.	79.4	78.6	102.2	99.7	97.0	88.6	82.6
NC(=O)c1ccc(C2C3=C(CCCC3=O)OC3=C2C(=O)c2ccccc2C3=O)cc1 (stereo not drawn)	8.4*	-17.4*	-30.6*	-87.4*	-28.8*	18.6	5.7*	5.5*
Cc1cnc(Nc2ccc(OCCN3CCCC3)cn2)nc1NCc1ccco1	.	.	83.2	104.2	80.4	79.2	69.2	68.2
COC(=O)c1nc(=S)[nH]c(C(=O)OC)c1C(=O)c1ccccc1	112.8	111.6	97.3	107.0	94.2	106.7	93.5	110.8
CC(=O)c1ccc([N+](=O)[O-])cc1	112.9	119.7	106.8	97.0	105.6	109.2	122.3	114.2
COC(=O)CC[C@@H]1O[C@@H](c2cccc(C(F)(F)F)c2)[C@@H](O)[C@H]1O	97.1	103.9	89.0	102.2	96.7	109.4	107.6	112.1

In the list so far, eight have fluorine.
SMILES	SR	MOLT-4	MDA-MB-468	MDA-MB-435	MCF7	RPMI-8226	MDA-MB-231	K-562
CN1C(=O)/C(=C/c2nc(-c3ccccc3F)n3ccccc23)c2ccccc21	88.4	90.0	81.5	103.2	72.3	92.9	92.1	95.1
Cc1ccc2c(c1)Oc1nc(N)c(C#N)c(N)c1C2Sc1ccc(F)cc1 (stereo not drawn)	-15.6*	-16.6*	-72.6*	-93.6*	-59.7*	-24.1*	-92.5*	-13.6*
O=C(CC1(O)C(=O)N(Cc2ccc(F)cc2)c2ccccc21)c1cccs1 (stereo not drawn)	81.0	.	82.6	108.7	96.0	81.6	104.9	92.2
O=c1[nH]c(OCc2ccc(F)cc2)nc2sc3cc(O)ccc3c12	89.6	76.2	50.6	93.6	78.4	82.0	80.1	62.6
C[C@@]1(F)[C@H](O)[C@@H](CO)O[C@@H]1n1ncc(=O)[nH]c1=O	95.0	81.6	115.3	101.7	90.3	106.8	113.2	88.6
COC(=O)c1nn(C(=O)c2ccc(F)cc2)c2ccccc12	94.3	91.5	108.9	105.7	91.1	85.3	93.2	92.7
CC(=O)O[C@H]1C[C@H](n2cc(F)c(N)nc2=O)O[C@]1(C)CO	92.7	37.4	115.1	98.7	47.2	87.7	101.2	76.9
COC(=O)CC[C@@H]1O[C@@H](c2cccc(C(F)(F)F)c2)[C@@H](O)[C@H]1O	97.1	103.9	89.0	102.2	96.7	109.4	107.6	112.1

Bioassay records (PubChem BioAssay)

Rows are unselected (roughly 15% active in at least one column).
